From PubChem BioAssay
ABHD5 PLIN5 PPI – ABHD5-PLIN5 interaction inhibitors, primary screen, cell lysate, split luciferase complementation, luminescence | Split G. princeps luciferase complementation, 4 h | inhibition, % at 4 µM | AID 602281, 2012 | 360,000 tested, 0.78% active | Perilipin-5 (Homo sapiens) + 1-acylglycerol-3-phosphate O-acyltransferase ABHD5 (Homo …;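 active = inhibition above the mean inhibition across every tested compound plus 3 SD, cut at about 22% in these data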;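 also: 0% = DMSO only wells and the 100% control is not disclosed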
LMP1 NFkB inh – EBV LMP1-driven NF-kappaB luciferase reporter inhibitors, primary screen, cell-based, luminescence, single point | 350,000 tested, 0.69% active | inhibition, % at 12.5 µM | AID 504558, 2011 | LMP1-induced NF-kappaB luciferase reporter cells; in the data active = inhibition above about 41%;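 also: 0% = neutral control wells and 100% = reference inhibitor control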
MC4R antagonist – MC4R antagonists of cAMP signaling, primary screen, cell-based, TR-FRET, antagonist arm of biased-ligand search; Melanocortin receptor 4 (Homo sapiens), P32245; MC4R-expressing cells, MTII-stimulated cAMP, LANCE TR-FRET; inhibition, % at 6.5 µM; 360,000 tested, 0.48% active; AID 540295, 2011;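 active = inhibition above its plate's cutoff, the mean of tested wells on that plate plus 3 SD, cut at about 29% in these data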;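 also: 0% = Melanotan II alone and 100% = Melanotan II plus saturating MCL0020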
Target sequence (P32245 whole entry, looked up): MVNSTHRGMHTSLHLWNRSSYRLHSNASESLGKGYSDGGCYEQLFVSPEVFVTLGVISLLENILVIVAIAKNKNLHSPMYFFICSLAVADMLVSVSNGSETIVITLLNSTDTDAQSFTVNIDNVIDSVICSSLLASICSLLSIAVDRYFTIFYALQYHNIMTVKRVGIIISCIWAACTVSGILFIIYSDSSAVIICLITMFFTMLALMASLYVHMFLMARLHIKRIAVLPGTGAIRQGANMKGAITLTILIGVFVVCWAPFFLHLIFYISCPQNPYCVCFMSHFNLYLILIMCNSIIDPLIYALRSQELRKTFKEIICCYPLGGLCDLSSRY
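system = U2OS cells with stable human MC4R expression | also added = Melanotan II challenge after compound preincubation | dosing = one concentration, 6.5 µM nominal | incubation = compound 30 min, challenge 1 h, detection 1 h | measured by = TR-FRET with Eu-cAMP and labeled anti-cAMP, 671 nm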
NOD2-RIPK2 inh – NOD2-RIPK2 binding disruptors in cells, primary screen, fluorescence, CHO cells, BLA complementation; Receptor-interacting serine/threonine-protein kinase 2 (Homo sapiens), O43353; CCF4 ratio; inhibition, % at 4.98 µM; 360,000 tested, 0.38% active; in the data active = inhibition above about 21%;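 also: 0% = vehicle only and 100% = reference blocker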
SRC2 inh – inhibition of GAL4-SRC2 driven luciferase reporter, primary screen, SRC2 inhibitor project, cell-based, luminescence; Nuclear receptor coactivator 2 (Homo sapiens), Q15596; HEK293 GAL4-SRC2 luciferase reporter; inhibition, % at 9 µM; 370,000 tested, 0.17% active; AID 651957, 2012;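 active = inhibition above the mean inhibition of all tested compounds plus 3 SD, set per campaign, cut at about 52% in these data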;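 also: 0% = DMSO treated cells and 100% = cells given Gossypol at 36 µM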
MC4R ag barr – MC4R agonists recruiting beta-arrestin, primary screen, cell-based, luminescence, agonist arm of biased-ligand search | 360,000 tested, 0.98% active | U2OS MC4R beta-arrestin complementation; percent of melanotan II response, DMSO zero | activation, % at 8.9 µM | Melanocortin receptor 4 (Homo sapiens), P32245;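 active = activation above a per-plate cutoff, the mean activation of sample wells on that plate plus 3 SD, cut at about 8% in these data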
LRH-1 inv ag – LRH-1 (NR5A2) inverse agonists, primary screen, cell-based, luminescence, HEK293T, StAR-luciferase reporter. Nuclear receptor subfamily 5 group A member 2 (Homo sapiens), O00482. LRH-1 transfected, 24 h. inhibition, % at 3.6 µM. 360,000 tested, 0.13% active;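 active = inhibition above the mean inhibition of all tested compounds plus 3 SD, cut at about 73% in these data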;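 also: 0% = DMSO wells and 100% = reporter-only cells lacking LRH-1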
Target sequence (O00482 whole entry, looked up): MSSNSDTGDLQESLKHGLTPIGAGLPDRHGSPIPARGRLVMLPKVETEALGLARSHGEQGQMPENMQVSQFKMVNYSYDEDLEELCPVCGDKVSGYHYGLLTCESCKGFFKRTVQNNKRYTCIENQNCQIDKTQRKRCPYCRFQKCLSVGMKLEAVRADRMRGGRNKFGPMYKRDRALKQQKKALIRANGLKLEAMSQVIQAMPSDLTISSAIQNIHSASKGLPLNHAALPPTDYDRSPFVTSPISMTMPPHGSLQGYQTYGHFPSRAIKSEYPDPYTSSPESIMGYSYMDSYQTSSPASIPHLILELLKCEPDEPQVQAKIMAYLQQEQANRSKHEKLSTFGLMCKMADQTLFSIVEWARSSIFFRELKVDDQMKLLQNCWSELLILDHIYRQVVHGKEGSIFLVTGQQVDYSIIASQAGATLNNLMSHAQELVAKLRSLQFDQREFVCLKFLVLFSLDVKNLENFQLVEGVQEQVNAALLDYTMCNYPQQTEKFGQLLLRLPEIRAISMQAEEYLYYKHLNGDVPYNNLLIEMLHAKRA
NR2F2 inh – NR2F2 transcriptional activity inhibitors, primary screen, cell-based, luciferase reporter, HEK293T, luminescence; inhibition, % at 8.6 µM; HEK293T NGFI-A luciferase reporter; 370,000 tested, 0.7% active;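 active = inhibition above a per-plate cutoff, mean inhibition of test wells between control levels plus 3 SD, cut at about 38% in these data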;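 also: cells cotransfected with COUP-TFII expression vector driving the NGFI-A reporter; 0% = median of COUP-TF2 test wells and 100% = reporter-only cells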
NCOA1 inh – SRC1 coactivator transcriptional activity inhibitors, primary screen, cell-based, luminescence. HEK293 GAL4-SRC1 luciferase reporter. 360,000 tested, 0.12% active. inhibition, % at 3.6 µM. AID 588354, 2011. Nuclear receptor coactivator 1 (Homo sapiens), Q15788;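 active = inhibition above the campaign mean plus 3 SD, with each screening campaign given its own cutoff, cut at about 60% in these data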;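 also: 0% = DMSO treated cells and 100% = gossypol at 36 µM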
TLR9-MyD88 block – inhibitors of TLR9-MyD88 association in cells, primary screen, cell-based, CHO, BLA complementation, fluorescence. Toll-like receptor 9 (Homo sapiens) + Myeloid differentiation primary response protein …. CCF4 FRET ratio. inhibition, % at 4.98 µM. 340,000 tested, 0.21% active. AID 504734, 2011;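 active = inhibition above the mean over all tested compounds plus 3 SD, cut at about 21% in these data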;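 also: 0% = DMSO only wells and 100% = clavulanate BLA inhibitor control wells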
SRC3 inh – SRC3 coactivator transcriptional activity inhibitors, primary screen, cell-based, luminescence | HEK293 GAL4-SRC3 luciferase reporter | inhibition, % at 3.6 µM | 360,000 tested, 0.17% active | AID 588352, 2011;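 active = inhibition above a per-campaign cutoff, the mean of all compounds plus 3 SD, cut at about 60% in these data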;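 also: 0% = DMSO-treated cells and 100% = gossypol-treated cells at 36 µM; higher means less SRC3-driven luciferase light from the GAL4 reporter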
* = called active by the depositor; · = not tested or not shown.

SMILES	ABHD5 PLIN5 PPI	LMP1 NFkB inh	MC4R antagonist	NOD2-RIPK2 inh	SRC2 inh	MC4R ag barr	LRH-1 inv ag	NR2F2 inh	NCOA1 inh	TLR9-MyD88 block	SRC3 inh
COc1cc(N)c(Cl)cc1C(=O)OCC(=O)NC1CCCC1	2.6	-0.4	-5.1	-13.0	6.8	-1.2	4.1	3.8	-8.2	5.4	1.7
CCOC(=O)C1(CC2CCCCO2)CCN(C(=O)Nc2ccc(C)c(C)c2)CC1 (stereo unspecified)	-1.1	-0.8	8.3	3.4	-30.5	-2.2	-4.6	4.5	-14.2	3.6	6.8
Cc1nc(Cn2c3ccc(NC(=S)NC4CCCCC4)cc3c(=O)n2C)cs1	0.7	·	-1.4	-3.3	16.7	-0.5	4.6	19.7	0.8	·	-1.1
CCCCN(C)C(=O)c1ccc(Nc2nc(C(N)Cc3ccc(C(F)(F)F)cc3)cs2)nc1 (stereo unspecified)	-2.4	·	4.6	7.0	17.3	30.2*	10.9	-3.9	-14.1	·	-22.6
COc1ccccc1CNC(=O)CCSCc1cccc(Cl)c1	3.5	-34.8	-2.3	17.4	19.4	-0.2	-3.8	-5.2	2.8	8.1	10.1
COC(=O)c1ccc(CC2(C)C(=O)Nc3ccc(OC(F)(F)F)cc32)o1 (stereo unspecified)	6.7	·	-5.3	-12.9	2.5	-0.7	8.0	3.4	19.2	·	-4.9
CCC1=Nc2cc(C(=O)NCCCOC)ccc2Sc2ccccc21	-7.6	9.7	-13.8	13.9	13.2	-0.8	3.7	-61.2	0.9	3.3	14.2
CCCCCC(=O)NNC(=O)c1ccc(F)cc1	-6.5	3.5	0.6	-3.8	-14.6	0.5	-8.7	1.9	1.3	12.6	18.2
Cc1ccc(C)c(N2CC(O)(c3cccs3)[N+]3=C2CCCC3)c1 (stereo unspecified)	-2.7	8.3	13.4	-14.6	0.8	0.4	6.4	-9.2	-30.9	-6.7	6.5
Cc1onc(-c2ccccc2)c1C(=O)NC(C)c1ccc2c(c1)OCO2 (stereo unspecified)	-6.0	-4.0	-0.2	-2.6	2.9	-2.8	23.3	8.9	11.2	-6.1	11.4
COc1cccc(/C=N/NC(=S)NC2CC3CCC2C3)c1OC (stereo unspecified)	-5.1	15.0	3.6	-3.0	4.8	-1.0	4.7	2.6	7.2	-1.6	13.0
CC1CCN(CCCNC(=O)COc2cc(=O)n(C)c3ccccc23)CC1	4.8	-1.9	-2.5	0.6	-27.0	-0.1	9.6	-9.0	-28.1	-1.8	2.4
CC(=O)c1cccc(N(C(=O)c2ccco2)C(C(=O)NC2CCCC2)c2ccc(N3CCOCC3)cc2)c1 (stereo unspecified)	5.4	2.5	1.1	4.6	-6.2	-2.3	18.1	-3.6	-5.1	2.0	10.2
Cc1ccc(N(C(=O)CNC(=O)c2ccco2)C(C(=O)NC2CCCCC2)c2cccnc2)cc1C (stereo unspecified)	5.3	3.2	-0.7	2.3	-23.0	1.2	0.9	-7.7	0.9	-3.1	1.1
CCOC(=O)c1c(/N=C/N(C)C)sc(/C=N/Nc2ccccc2)c1-c1ccccc1	-4.4	-10.1	9.9	-2.8	7.6	0.0	3.5	1.5	1.6	-0.5	8.5
CCN(CC)C(=O)C1=C(C)N(Cc2ccc(C(C)(C)C)cc2)C(=O)C(CC(=O)NCC2CCCCC2)C1 (stereo unspecified)	8.5	-2.2	4.9	-3.4	-6.6	-0.5	10.8	-6.2	6.6	-12.2	-4.6
O=C(CCl)Nc1ccccc1Sc1ccc(Cl)cc1	-4.7	11.2	7.3	-0.3	24.0	4.7	29.2	5.0	-14.3	-1.4	6.6
O=C(Nc1ccccc1F)c1ccc(CN2CCN(c3ccccc3)CC2)cc1	-1.7	-9.0	7.5	-1.4	5.8	-0.9	5.8	20.0	2.1	3.6	1.9
COc1ccccc1CNC(=O)CS(=O)(=O)c1ccc(C)cc1	-9.0	1.0	2.8	-0.6	11.9	-1.8	-17.6	0.0	-15.4	3.8	3.2
Oc1cccc(/C=N/Nc2nn3cnnc3c3ccccc23)c1	3.7	0.8	9.0	-1.4	-0.4	-4.4	2.7	-10.0	-8.2	5.7	-3.9
O=C1CCC/C(=N\NC(=O)NC2CCCCC2)C1	-1.6	-7.9	0.2	18.6	6.4	-2.4	-13.0	8.1	5.7	-1.8	14.6
O=C(COC(=O)CC1CCCC1)Nc1ccc(Cl)cn1	1.1	-1.6	-1.1	-4.3	-2.6	-0.9	13.4	10.6	11.6	-4.0	22.9
COC(=O)C1=CN(C(C)C)C=C(C(=O)OC)C1c1cc2c(cc1Br)OCO2	-2.0	3.2	-1.0	-4.7	-5.5	-1.2	9.1	6.5	3.6	0.5	-19.4
Cc1ccc(C(NC(=O)C2CCN(CCOc3ccc(Cl)cc3Cl)CC2)c2ccccn2)cc1 (stereo unspecified)	2.6	·	8.3	-0.5	-3.7	4.9	-23.4	5.1	-12.9	·	-5.4
CCc1nnc(NC(=O)CSc2nnc(CSc3nc(C)cc(C)n3)o2)s1	-1.5	-10.6	5.0	1.2	-6.1	-0.6	3.0	-9.8	-3.5	-1.1	13.6
O=C(O)C(C(=O)O)=C1C2CC3CC(C2)CC1C3	4.0	-6.9	-6.1	-14.5	-53.4	-1.5	6.5	-7.5	-8.3	-5.0	20.1
COc1ccc(OC)c(C(=O)COC(=O)CNC(=O)c2ccccc2)c1	0.6	-3.8	10.7	-6.6	-8.3	-1.8	5.7	5.9	-0.6	0.2	18.6
CCc1ccccc1NC(=O)CSc1nnc(C2CC2)n1CC1CCCO1 (stereo unspecified)	3.5	-5.8	12.3	-7.2	2.4	-2.0	3.0	19.1	7.3	1.6	-8.5
Cn1c(=O)c(/C=C/c2ccccc2)nc2ccccc21	-1.7	-28.1	-13.9	-12.1	-63.8	-1.3	-121.5	-40.3	-90.8	-4.6	-101.0
Cc1ccc2nsnc2c1NC(=O)c1cccnc1Cl	2.5	5.2	-0.5	-5.6	31.4	0.8	8.9	6.1	16.2	-6.8	19.8
COc1cc(SC#N)ccc1N=Cc1c(C)[nH]n(-c2ccc(C)c(C)c2)c1=O	8.3	-382.7	3.6	-23.5	-23.2	12.0*	-1.6	20.2	-24.5	-3.1	12.5
Clc1ccccc1OCCn1nnc2ccccc21	0.4	-25.3	-1.6	9.4	-54.5	-1.8	-77.4	-13.9	-78.7	-6.6	-61.1
N/C(=N\NC(=O)c1cccc(F)c1)c1cc2ccccc2oc1=O	-1.8	3.5	-9.9	-6.4	-22.8	1.3	-17.6	-38.9	-5.1	-2.4	1.7
CCCCc1ccc(NC(=S)NCCN2CCOCC2)cc1	1.4	-3.7	-2.5	-2.9	3.8	1.7	-2.8	29.2	-5.4	-2.1	-0.4
Cc1cc(C)nc(SCC(=O)Nc2ncc(Cc3cccc(Cl)c3)s2)n1	5.8	-9.3	2.0	0.1	1.0	16.4*	6.6	10.0	7.8	0.3	23.4
O=C(NCCc1ccccc1)c1ccc(NC(=O)C2CCC2)cc1	1.3	-12.8	-1.7	-9.0	-33.9	1.1	-76.5	-31.9	-33.3	0.5	-53.8
CC(=O)Nc1cccc(NC(=O)c2c(-c3ccccc3Cl)noc2C)c1	4.7	5.5	11.3	7.3	-5.9	-1.3	3.0	8.8	10.6	0.3	5.8
COc1ccc(N2C(=O)CC(NNC(=O)c3cccnc3)C2=O)cc1 (stereo unspecified)	-3.6	1.0	10.3	2.6	-22.8	-1.0	13.8	9.1	0.1	1.6	19.7
COc1ccccc1NC(=O)COC(=O)CCC(=O)c1cccs1	-2.2	-7.9	3.9	5.2	9.2	-3.2	5.8	2.9	-2.7	-6.3	1.8
CCN(C)C1CN(Cc2cn(Cc3cc(C)cc(C)c3)nn2)S(=O)(=O)C1 (stereo unspecified)	3.6	·	·	-0.3	8.9	·	-12.7	-10.1	·	·	·
Cc1ccc(S(=O)(=O)N(OCc2ccccc2)C(C)C(=O)O)cc1 (stereo unspecified)	0.9	·	24.4	-9.6	-30.9	-2.1	2.8	4.3	-11.5	·	12.9
CCN1C(=O)/C(=C\c2ccc(F)cc2)N=C1SCC(=O)NCc1ccco1	1.2	9.9	2.0	-25.8	7.2	8.6*	16.4	-5.9	9.8	4.6	31.0
O=C(O)/C=C/C(=O)NCCc1ccc(Cl)cc1	-1.0	-2.2	7.1	-4.8	-7.8	-1.7	14.5	-6.0	13.1	3.3	20.2
O=S(=O)(Nc1cccc2cccnc12)c1ccc(S(=O)(=O)N2CCCC2)cc1	-8.4	-5.9	16.0	-5.0	-12.0	-2.8	9.9	-8.3	-4.8	-3.9	6.1
COc1ccc(OC)c(NC(=O)C2CC(=O)N(CCc3ccccc3)C2)c1 (stereo unspecified)	2.8	-5.9	-0.5	-1.3	0.7	-0.4	-1.9	14.9	-33.7	-0.9	6.7
COc1ccc(S(=O)(=O)N(C)C[C@@H]2OCc3cnnn3CCCC(=O)N([C@@H](C)CO)C[C@H]2C)cc1	4.2	-6.1	-7.6	1.0	-13.6	-0.3	3.1	2.9	-13.5	-3.8	8.9
CCOC(=O)c1cnc2ccc(C)cc2c1Sc1ccc(F)cc1	0.8	-13.7	4.2	3.3	-14.9	2.5	3.4	-15.7	-21.2	4.6	-3.5
CCn1c(Cc2ccccc2)nnc1SCC(=O)Nc1ccc(C)cc1	-1.0	-1.0	12.4	-1.4	4.1	-0.6	8.1	5.8	6.9	3.0	20.1
CC1(c2ccccc2)CC(C)(C)N2C(=O)C(=O)c3cccc1c32 (stereo unspecified)	21.6	-6.7	2.8	4.5	-24.5	5.2	-3.8	16.3	1.5	2.0	-14.2

This is a subset; rates above refer to the full screens.
